PglD DTNB = blocks C. jejuni PglD acetyltransferase activity; actives 0.098% (n = 360,000); AID 602405; purified PglD enzyme, DTNB colorimetric CoA detection; inhibition, % at 12.5 µM; in the data active = inhibition above about 16%, passing the limit was not always enough; note: strong numbers were not always called active
EWS-Fli block = inhibitors of EWS/Fli oncoprotein transcriptional activity. actives 0.67% (n = 350,000). A673 NR0B1-luciferase reporter, viability-normalised. AID 651661. inhibition, % at 12.6 µM;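 active = mean inhibition of at least 50% after viability correction, with every replicate also passing that limit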;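 note: firefly luciferase signal divided by Alamar Blue viability fluorescence both relative to DMSO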
S100A4 inh HTS = S100A4-myosin IIA interaction inhibition; S100A4/TAMRA-MyoIIA peptide fluorescence polarization; inhibition, % at 10.7 µM; actives 0.14% (n = 360,000); AID 652163;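 active = mean inhibition of at least 70% across replicates, with every replicate also reaching that level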
Target sequence (P26447 whole entry, looked up): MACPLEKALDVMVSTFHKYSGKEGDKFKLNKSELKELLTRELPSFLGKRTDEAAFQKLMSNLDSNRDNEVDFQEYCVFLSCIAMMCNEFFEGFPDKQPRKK
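Material: human S100A4 monomer with TAMRA-labelled myosin IIA peptide; buffer or medium: HEPES pH 7.2 with CaCl2, KCl, NaCl, DTT, Triton; compound dosing: one concentration per compound; schedule: 5 min incubation before reading; benchmarks: neutral control DMSO, positive control TFP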
FN deposit inh = fibronectin deposition inhibition. actives 0.086% (n = 350,000). AH1F fibroblasts, Alexa488-fibronectin deposition fluorescence, overnight. inhibition, % at 12.6 µM;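 active = mean inhibition across replicates of 30% or more, regardless of how many single replicates reach that level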;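 note: positive control wells lacked labelled fibronectin entirely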
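Material – AH1F fibroblast monolayer, labelled fibronectin deposition · Reagent – labelled fibronectin 24 nM · Timing – 1 h adhesion, overnight exposure · Measured by – fluorescence at 485 nm excitation, 525 nm emission · Read-out – inhibition of fibronectin deposition signal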
ERAP1 inh = blocks human ERAP1 aminopeptidase activity | recombinant ERAP1, Leu-AMC fluorescence, 60 min | inhibition, % at 10.7 µM | actives 0.15% (n = 340,000);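 active = mean replicate inhibition of at least 30%, or all replicates individually reaching that 30% level; inactive = mean below 30% and not every replicate reaching it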;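 note: 0% = neutral control wells and 100% = L-leucinethiol positive control wells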
Target sequence (Q9NZ08 whole entry, looked up): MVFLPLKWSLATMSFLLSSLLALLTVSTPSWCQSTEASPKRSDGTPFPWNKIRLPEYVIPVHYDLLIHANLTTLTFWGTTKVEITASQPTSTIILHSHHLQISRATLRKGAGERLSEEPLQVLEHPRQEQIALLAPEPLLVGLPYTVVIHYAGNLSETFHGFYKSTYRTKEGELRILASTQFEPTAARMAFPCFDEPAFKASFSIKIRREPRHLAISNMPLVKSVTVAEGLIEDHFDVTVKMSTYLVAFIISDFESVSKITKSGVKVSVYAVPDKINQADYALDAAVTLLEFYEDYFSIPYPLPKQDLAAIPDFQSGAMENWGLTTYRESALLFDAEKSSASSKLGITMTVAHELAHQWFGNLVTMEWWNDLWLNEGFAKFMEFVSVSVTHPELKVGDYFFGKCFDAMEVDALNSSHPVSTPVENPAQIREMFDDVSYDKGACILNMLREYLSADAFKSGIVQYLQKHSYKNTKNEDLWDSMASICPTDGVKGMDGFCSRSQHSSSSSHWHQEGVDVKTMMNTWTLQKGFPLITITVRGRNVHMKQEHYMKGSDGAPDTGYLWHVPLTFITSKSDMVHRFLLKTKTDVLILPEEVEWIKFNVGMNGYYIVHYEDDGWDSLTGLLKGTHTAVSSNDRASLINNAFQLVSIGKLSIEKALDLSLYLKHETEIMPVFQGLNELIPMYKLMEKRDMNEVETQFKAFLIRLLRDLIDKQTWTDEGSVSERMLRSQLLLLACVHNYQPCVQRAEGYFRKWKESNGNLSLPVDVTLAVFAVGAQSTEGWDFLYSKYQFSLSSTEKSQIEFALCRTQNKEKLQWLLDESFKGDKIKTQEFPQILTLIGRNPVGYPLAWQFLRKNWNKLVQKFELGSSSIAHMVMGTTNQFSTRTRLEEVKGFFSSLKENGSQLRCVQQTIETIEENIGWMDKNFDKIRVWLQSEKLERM
PGC1a acetyl inh = modulators of PGC1a acetylation; U2OS PGC1a acetylation, AlphaScreen anti-acetyl-lysine; with virally co-expressed GCN5 acetyltransferase; inhibition, % at 15.6 µM; actives 0.17% (n = 350,000);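 active = every replicate shows inhibition of at least 40%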;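 note: 0% = neutral control wells and 100% = positive control wells; some results beyond the cut were filed as inactive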
LGR2 antag = inhibitors of bursicon-induced Drosophila LGR2 receptor cAMP signaling; HEK293 LGR2, CRE-luciferase, bursicon-stimulated, 4 h; inhibition, % at 9.99 µM; actives 0.35% (n = 380,000); AID 720647;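 active = drop in luminescence signal, shown as inhibition above about 50% in the replicate tests, limit read from the data, passing the limit was not always enough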;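 note: agonist challenge used bursicon conditioned medium at about half maximal strength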
PAX8 inh HTS = lowers PAX8-driven luciferase in RMG-I cells; RMG-I TPO-luciferase reporter, SteadyGlo, 24 h; inhibition, % at 12.6 µM; actives 1.2% (n = 360,000); AID 652154;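 active = mean replicate inhibition at least 60% with every replicate also reaching 60%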;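 note: luciferase light reporting Pax8 driven TPO promoter activity; plate controls were median of neutral control wells for no effect and mitoxantrone controls for full effect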
Numbers without * were called inactive; / = not tested or not shown; & = joins results of further samples.

(1) O=C(NCCCN1CCN(c2ccccc2F)CC1)C1CCCN(S(=O)(=O)c2cnc[nH]2)C1 (centres undefined)
(2) C[C@@H]1CN([C@H](C)CO)C(=O)c2cc(-c3ccccc3)cnc2O[C@@H]1CN(C)C(=O)NC1CCCC1
(3) Cc1ccc(NC(=O)CCNC(=O)c2ccc([N+](=O)[O-])cc2)cc1C
(4) C[C@H](CO)N1C[C@H](C)[C@@H](CN(C)C(=O)Nc2ccc(C(F)(F)F)cc2)OCCCC[C@H](C)Oc2ccc(NS(C)(=O)=O)cc2C1=O
(5) CCOC(=O)CC(=O)CSc1nnc2sc3ccccc3n12
(6) NC(=O)[C@H]1CC2(CC(c3cccc(NC(=O)[C@H]4CCC(=O)N4)c3)=NO2)CN1C(=O)c1cc([N+](=O)[O-])cc([N+](=O)[O-])c1 (some centres undefined)
(7) COc1ccccc1NC(=O)C(C)Sc1nccn1C (centres undefined)
(8) CC(C)CC(NC(=O)C1CCCCC1)C(=O)NCc1ccccn1 (centres undefined)

compound no.,1,2,3,4,5,6,7,8
PglD DTNB,3,1,-8,-2,6,2,-1,4
EWS-Fli block,-1,2,5,-1,/,5,-5,/
S100A4 inh HTS,10,3,1,-5,/,17,-6,/
FN deposit inh,6,-3,3,/,-2,-3,16,4
ERAP1 inh,/,2,-3,0,/,-2,2,/
PGC1a acetyl inh,-3,-2,-10,10,-2,11,-1,1
LGR2 antag,15,3,-24,-4,/,3,-13,/
PAX8 inh HTS,7,10,5,-7,5,-16,5,-9

(9) COc1ccc(Cn2c(CO)cnc2SCC(=O)Nc2cccc(NC(C)=O)c2)cc1
(10) CCC(=O)Nc1ccc2c(c1)C(=O)N(C)C[C@H](OC)[C@@H](C)CN(C(=O)CC1CC1)[C@@H](C)CO2
(11) C[C@@H]1CN([C@H](C)CO)C(=O)c2cccc(NS(=O)(=O)c3cccs3)c2O[C@H]1CN(C)CC1CC1
(12) C[C@@H]1CCCCO[C@H](CN(C)C(=O)c2ccncc2)[C@H](C)CN([C@@H](C)CO)C(=O)c2cc(NC(=O)Cc3ccccc3)ccc2O1
(13) C[C@@H]1CN([C@@H](C)CO)C(=O)c2cc(NC(=O)Cc3cn(C)c4ccccc34)ccc2O[C@H]1CN(C)C(=O)Nc1ccc(C(F)(F)F)cc1
(14) N#CCCN(C(=O)COC(=O)Cc1c[nH]c2ccccc12)c1ccccc1
(15) COc1ccccc1Oc1ccccc1C(=O)O
(16) O=C(O)CSCC(=O)NCc1ccc(Cl)cc1

compound no.,9,10,11,12,13,14,15,16
PglD DTNB,-2,1,0,0,-1,7,3,/
EWS-Fli block,/,-3,-2,-1,-10,2,/,2
S100A4 inh HTS,-4,-9,1,7,-5,4,-1,-5
FN deposit inh,2,12,/,9,9,-1,0,/
ERAP1 inh,-4,-4,0,-4,1,2,-2,9
PGC1a acetyl inh,-6,-5,-4,2,7,/,6,/
LGR2 antag,12,-4,-17,-1,4,6,8,2
PAX8 inh HTS,-14,/,-12,-5,/,18,16,7

Record cards, as listed above. Screens in order: PglD DTNB, EWS-Fli block, S100A4 inh HTS, FN deposit inh, ERAP1 inh, PGC1a acetyl inh, LGR2 antag, PAX8 inh HTS
Results for O=C(O)CSCC(=O)NCc1ccc(Cl)cc1 = /, 2, -5, /, 9, /, 2, 7
Results for C[C@@H]1CN([C@H](C)CO)C(=O)c2cccc(NS(=O)(=O)c3cccs3)c2O[C@H]1CN(C)CC1CC1 = 0, -2, 1, /, 0, -4, -17, -12
Results for COc1ccccc1Oc1ccccc1C(=O)O = 3, /, -1, 0, -2, 6, 8, 16
Results for C[C@@H]1CCCCO[C@H](CN(C)C(=O)c2ccncc2)[C@H](C)CN([C@@H](C)CO)C(=O)c2cc(NC(=O)Cc3ccccc3)ccc2O1 = 0, -1, 7, 9, -4, 2, -1, -5
Results for COc1ccc(Cn2c(CO)cnc2SCC(=O)Nc2cccc(NC(C)=O)c2)cc1 = -2, /, -4, 2, -4, -6, 12, -14

The results go on:
(17) O=C(CC(F)(F)F)N1C[C@@H]2[C@H](c3ccccc31)[C@@H](CO)N2C(=O)C1CC1
(18) COc1ccc(C(C)NC(=O)Cc2cccs2)cc1 (centres undefined)
(19) CC(=O)Oc1ccc(N2C(=O)C3C4C=CC(CC4)C3C2=O)cc1[N+](=O)[O-] (centres undefined)
(20) C[C@@H]1CN([C@@H](C)CO)C(=O)c2cc(NC(=O)c3ccncc3)ccc2O[C@@H]1CN(C)Cc1ccc(Cl)c(Cl)c1
(21) CCCn1c(=O)c2c(C(=O)OCC)cc(-c3ccco3)nc2n(CCC)c1=O
(22) CCC(C)[C@H](NC(=O)NCc1ccc(Cl)cc1)C(=O)O (some centres undefined)
(23) N#CC1(c2ccccc2)CCN(S(=O)(=O)c2ccc(OC(F)(F)F)cc2)CC1
(24) Cc1ccc(-c2ccc3c(c2)O[C@H](CN(C)C(=O)CN(C)C)[C@H](C)CN([C@H](C)CO)S3(=O)=O)cc1

compound no.,17,18,19,20,21,22,23,24
PglD DTNB,3,7,9,3,-5,/,2,-2
EWS-Fli block,1,-5,5,/,-4,3,2,7
S100A4 inh HTS,-6,-4,5,-1,0,-3,-5,5
FN deposit inh,-14,-2,/,-2,/,-3,-6,/
ERAP1 inh,1,-3,3,4,3,-5,4,1
PGC1a acetyl inh,1,/,-3,-6,-18,5,-13,-2
LGR2 antag,-1,4,-5,10,-10,5,5,-1
PAX8 inh HTS,-14,3,-17,27,/,1,9,/

3 of these compounds, set out differently:
Order of results – PglD DTNB	EWS-Fli block	S100A4 inh HTS	FN deposit inh	ERAP1 inh	PGC1a acetyl inh	LGR2 antag	PAX8 inh HTS
20) C[C@@H]1CN([C@@H](C)CO)C(=O)c2cc(NC(=O)c3ccncc3)ccc2O[C@@H]1CN(C)Cc1ccc(Cl)c(Cl)c1
→ 3	/	-1	-2	4	-6	10	27
22) CCC(C)[C@H](NC(=O)NCc1ccc(Cl)cc1)C(=O)O (some centres undefined)
→ /	3	-3	-3	-5	5	5	1
23) N#CC1(c2ccccc2)CCN(S(=O)(=O)c2ccc(OC(F)(F)F)cc2)CC1
→ 2	2	-5	-6	4	-13	5	9

The listing picks up; the three compounds before the break are reprinted first.
(22) CCC(C)[C@H](NC(=O)NCc1ccc(Cl)cc1)C(=O)O (some centres undefined)
(23) N#CC1(c2ccccc2)CCN(S(=O)(=O)c2ccc(OC(F)(F)F)cc2)CC1
(24) Cc1ccc(-c2ccc3c(c2)O[C@H](CN(C)C(=O)CN(C)C)[C@H](C)CN([C@H](C)CO)S3(=O)=O)cc1
(25) COc1ccc2oc(=O)c(C(=O)NCc3ccc(C)cc3)cc2c1
(26) CC1CCC2(CC1)NC(=O)N(CC(=O)Nc1ccc3c(c1)OCO3)C2=O (centres undefined)
(27) COc1ccc2oc(C(=O)Nc3nc(-c4ccccn4)cs3)c(C)c2c1
(28) O=C(Nc1cccc(C(F)(F)F)c1)Oc1ccc(Cl)c2cccnc12
(29) c1ccc(OCc2nn3c(-c4cccnc4)nnc3s2)cc1
(30) CC(C)[C@H](NC(=O)c1ccccc1Cl)C(=O)OCC(=O)NC(=O)NC1CCCC1
(31) Cc1ccc(-n2c(=O)c3sccc3n(Cc3cc(=O)n4ccccc4n3)c2=O)cc1F
(32) O=C(NC1CCCCC1)c1ccc(COc2ccccc2)o1

compound no.,22,23,24,25,26,27,28,29,30,31,32
PglD DTNB,/,2,-2,8,-4,/,2,-2,0,/,-1
EWS-Fli block,3,2,7,10,-3,8,13,/,1,-1,1
S100A4 inh HTS,-3,-5,5,29,-2,-1,-14,/,-4,-10,6
FN deposit inh,-3,-6,/,-3,1,-3,0,-1,1,1,-1
ERAP1 inh,-5,4,1,/,5,0,-42,/,0,3,-6
PGC1a acetyl inh,5,-13,-2,26,4,/,-5,-6,2,/,/
LGR2 antag,5,5,-1,-16,1,0,6,/,-2,12,10
PAX8 inh HTS,1,9,/,12,-8,-16,14,-17,-1,-4,-9

(33) O=C1CCCN1c1ccc(S(=O)(=O)NCCc2ccc(Cl)cc2)cc1
(34) CCCC#Cc1ccc2c(c1)O[C@H](CN(C)C(=O)c1ccccc1F)[C@@H](C)CN([C@H](C)CO)S2(=O)=O
(35) CCCC#Cc1cnc2c(c1)C(=O)N([C@H](C)CO)C[C@@H](C)[C@@H](CN(C)C(=O)CCN1CCCCC1)O2
(36) CCCCCCSc1cc(-c2nc3ccc(C)cn3c2NCCCC)ccc1OC
(37) C[C@@H]1CN([C@H](C)CO)S(=O)(=O)c2ccc(-c3cccc(C#N)c3)cc2O[C@@H]1CN(C)C(=O)c1ccccc1
(38) O=C(/C=C/c1ccccc1)OCc1cnc(Cl)s1
(39) C/C=C/c1ccc(C2[C@@H]3CN(Cc4ccc5c(c4)OCO5)C[C@H]2N3)cc1 (some centres undefined)
(40) C[C@@H]1CCCCO[C@H](CN(C)Cc2ccncc2)[C@H](C)CN([C@@H](C)CO)C(=O)c2cc(NS(=O)(=O)c3cccs3)ccc2O1

compound no.,33,34,35,36,37,38,39,40
PglD DTNB,/,0,2,-1,2,/,/,-3
EWS-Fli block,1,20,-5,32,6,8,25&1,-1
S100A4 inh HTS,-1,2,9,-3,12,-6,0&-3,18
FN deposit inh,/,-12,-3,4,2,-17,-8&-6,/
ERAP1 inh,0,0,-1,4,2,-1,1&1,2
PGC1a acetyl inh,7,-11,3,6,11,-7,-11&-18,7
LGR2 antag,-44,6,-1,-3,7,16,-13&-8,6
PAX8 inh HTS,/,/,-22,11,10,6,3&-1,/

(41) O=C(CSc1c[nH]c2ccccc12)NCc1ccc2c(c1)OCO2
(42) CCC(C(=O)NC1CCCC1)N(C(=O)c1snc(C(N)=O)c1N)c1ccc(OC)c(OC)c1 (centres undefined)
(43) CCOc1cc(NC(=O)c2cccs2)c(OCC)cc1NC(=O)CCC(=O)NCC1CCCO1 (centres undefined)
(44) CN/N=C(\Cc1nc2ccccc2[nH]1)c1ccc([N+](=O)[O-])cc1
(45) CC12CCC(C(=O)N(CC(O)CN3CCCCCC3)C1=O)C2(C)C (centres undefined)
(46) Nc1nccnc1C(=O)OCC(=O)Nc1ccc2[nH]c(=O)[nH]c2c1
(47) O=C(CCOc1ccccc1)Nc1ccnn1C1CCN(C(=O)CCC(F)(F)F)CC1
(48) COc1ccccc1NC(=O)CN(Cc1ccco1)C(=O)c1ccc(N2CCCC2=O)cc1

compound no.,41,42,43,44,45,46,47,48
PglD DTNB,0,1,-1,/,/,-1,-3,/
EWS-Fli block,38,-3,7,-20,2,-5,/,7
S100A4 inh HTS,-6,8,13,0,0,0,-4,-4
FN deposit inh,11,1,-4,-1,0,-6,-3,-5
ERAP1 inh,5,2,-4,-2,4,0,-2,2
PGC1a acetyl inh,-4,/,-11,/,-4,/,13,/
LGR2 antag,2,6,2,-25,-23,-11,-18,/
PAX8 inh HTS,2,2,29,-13,9,-3,-43,6

Assay outcomes: PubChem BioAssay, Broad Institute
